Source: PubChem BioAssay (National Center for Advancing Translational Sciences (NCATS))
D2 potentiator – positive allosteric modulators of human D2 dopamine receptor; P14416; HEK293 T-REx D2, calcium flux, EC20 dopamine potentiation; potentiation, % at 10 µM; 0.34% of 340,000 active; AID 485347;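 active = potentiation over 3 SD above the plate norm, cut at about 30% in these data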; note: 0% is about no effect
Target sequence (P14416 whole entry, looked up): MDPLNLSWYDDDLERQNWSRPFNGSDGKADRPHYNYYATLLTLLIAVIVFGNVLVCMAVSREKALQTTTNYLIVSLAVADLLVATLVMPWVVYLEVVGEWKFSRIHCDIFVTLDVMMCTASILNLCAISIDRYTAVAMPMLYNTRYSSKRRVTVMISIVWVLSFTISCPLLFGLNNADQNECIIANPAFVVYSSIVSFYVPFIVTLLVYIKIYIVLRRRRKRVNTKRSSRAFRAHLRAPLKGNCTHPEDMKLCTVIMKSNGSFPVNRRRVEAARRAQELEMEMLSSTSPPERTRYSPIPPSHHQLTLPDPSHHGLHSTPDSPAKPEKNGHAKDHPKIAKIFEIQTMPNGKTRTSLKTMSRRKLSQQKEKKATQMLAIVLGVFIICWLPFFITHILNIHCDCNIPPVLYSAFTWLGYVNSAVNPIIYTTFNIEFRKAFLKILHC
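Tetracycline-induced HEK293 T-REx cells force-coupled to calcium signalling expressed D2; compounds were pin-added after a 10 s baseline, read kinetically 180 s, then an EC20 dopamine challenge followed with a further 180 s calcium read.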
RXFP1 agonist – activates the human relaxin receptor RXFP1; HEK293T-RXFP1 cAMP TR-FRET, 30 min; response scale: percent of porcine relaxin response, buffer zero; 0.3% of 370,000 active; Q9HBX9; Potency, µM (doses to about 57.5 µM), without a hit: top-dose activation, most hits filed as activators; note: potency is the fitted concentration of half-maximal effect; % is set by controls: 0 for no effect and ±100 for the full control effect; nearly all actives have a fitted effect of over 60% in size; many of its hits are not listed in these tables
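HEK293 cells stably expressing RXFP1, treated 30 min at 37C with compounds plus PDE4 inhibitor Ro 20174; cAMP measured by HTRF TR-FRET. Normalized to buffer and 29 nM porcine relaxin; EC50 by Hill fit.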
RXFP1 antag – RXFP1 (human) relaxin receptor antagonism. activity change, negative = inhibition, % at 57.5 µM. Q9HBX9. 0.59% of 350,000 active. HEK293-RXFP1, relaxin-stimulated cAMP HTRF, 30 min; active compounds read low;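 active = activity change of -60% or lower, but not beyond a set lower limit; inconclusive = change between -60% and -40%, or beyond the set limit; inactive = change above -40%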; note: % is set by controls: 0 for no effect and ±100 for the full control effect
Anesthetic bind – binds horse apoferritin like a general anesthetic; P02791; apoferritin/1-aminoanthracene competitive binding, fluorescence; Potency, µM (highest dose often 77.5 µM), without a hit: top-dose activity change, negative = displacement, hits mostly inhibitors; 0.074% of 350,000 active; note: potency is the fitted concentration of half-maximal effect; % is set by controls: 0 for no effect and ±100 for the full control effect; nearly all actives have a fitted effect of over 20% in size
Target sequence (P02791 2-175 limits assumed): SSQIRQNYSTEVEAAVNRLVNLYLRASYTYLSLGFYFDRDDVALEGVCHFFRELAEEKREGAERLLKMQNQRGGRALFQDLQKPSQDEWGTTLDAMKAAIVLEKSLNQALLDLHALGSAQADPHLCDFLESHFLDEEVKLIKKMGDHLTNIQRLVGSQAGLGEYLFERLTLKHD
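Read-out: endpoint 1-AMA fluorescence, excitation 380 nm and emission 535 nm, after compounds sit 10 min at room temperature with 10 uM horse-spleen apoferritin in 50% saturated 1-AMA/PBS. Values come from four-parameter Hill fits.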
D1 potentiator – human D1 dopamine receptor positive modulation. P21728. HEK293 TREx D1 cells, calcium flux, dopamine EC20 potentiation. potentiation, % at 10 µM. 0.036% of 360,000 active. AID 504651; in the data active = potentiation above about 30%; note: 0% is about no effect
D1 antag – antagonists of human D1 dopamine receptor; HEK293 TREx D1 cells, calcium flux, dopamine EC80; active compounds read low; 3.2% of 360,000 active; P21728; activity change, negative = inhibition, % at 10 µM; AID 504652; in the data active = activity change below about -30%; note: % is set by controls: 0 for no effect and ±100 for the full control effect
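After overnight tetracycline induction at 30 C, force-coupled D1 HEK293 cells took up a no-wash calcium dye at room temperature. Compounds were added and monitored 180 s, and the response to EC80 dopamine was then recorded.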
TRHR enhancer – TRH receptor (human) allosteric enhancement. P34981. TRHR cells, fluo-8 calcium fluorescence, EC20 TRH enhancement. enhancement, % at 2 µM. 0.66% of 360,000 active. AID 493056; in the data active = enhancement above about 30%; note: 0% is about no effect
Target sequence (P34981 whole entry, looked up): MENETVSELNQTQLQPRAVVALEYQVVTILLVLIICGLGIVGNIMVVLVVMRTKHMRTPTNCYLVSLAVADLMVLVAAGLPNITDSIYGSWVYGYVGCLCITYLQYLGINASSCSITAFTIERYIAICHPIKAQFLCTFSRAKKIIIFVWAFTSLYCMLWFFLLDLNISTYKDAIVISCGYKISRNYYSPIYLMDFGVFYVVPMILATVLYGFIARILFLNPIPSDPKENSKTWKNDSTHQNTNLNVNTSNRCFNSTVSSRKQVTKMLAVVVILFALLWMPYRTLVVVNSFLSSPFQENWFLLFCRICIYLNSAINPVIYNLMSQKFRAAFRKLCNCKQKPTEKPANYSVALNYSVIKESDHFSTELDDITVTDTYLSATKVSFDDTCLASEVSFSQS
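TRHR-expressing cells loaded with fluo-8 calcium dye were read kinetically (ex 480/em 530) during compound addition, then stimulated with an EC20 of TRH (10 nM final). Enhancement of the Gq-mediated intracellular calcium response was scored.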
D1 agonist – agonists of human D1 dopamine receptor; P21728; HEK293 T-REx D1 cells, calcium flux, agonist mode; activation, % at 2 µM; 1% of 360,000 active; AID 504660; in the data active = activation above about 30%; note: 0% is about no effect
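Agonism was scored from calcium flux recorded over 180 s (1 read/s) after pintool compound addition, following a 10-cycle baseline. Cells were inducible force-coupled HEK293 TREx D1, plated overnight at 30 C and loaded with no-wash calcium dye.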
TRHR ag – agonists of human TRH receptor; TRHR cells, calcium flux fluo-8, FDSS agonist mode; P34981; 0.18% of 360,000 active; AID 493084; activation, % at 2 µM; in the data active = activation above about 30%; note: 0% is about no effect
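Fluo-8-loaded TRHR cells; 10 s baseline, compound added, kinetic Ca2+ fluorescence read 1/s, agonist mode.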
* = called active by the depositor; u = inconclusive; x = no result given; & = joins results of further samples. Unless noted, calls come from the whole dose curve; as a rule, active = well fitted curve in the direction sought with a large enough effect; inconclusive = small, poorly fitted or top-dose-only effect, or another doubt; inactive = no such curve, though single readings can be large; an effect the other way counts as inactive or inconclusive. Only part of the results is shown. The share of hits here may be higher or lower than overall.

SMILES | D2 potentiator | RXFP1 agonist | RXFP1 antag | Anesthetic bind | D1 potentiator | D1 antag | TRHR enhancer | D1 agonist | TRHR ag
COc1ccc(C2/C=C\CN(C(=O)C3CC3)CC(=O)N2Cc2ccc(F)cc2)cc1 (configuration not stated) | 10.5 | -1.9% | x | -13.8%&-7.1% | -0.2 | 40.7 | -18.3 | 8.8 | 0.2
S=C(NCCCN1CCOCC1)NCCCN1CCOCC1 | 7.8 | 0.5% | 16.8 | -13.3% | 0.1 | -2.2 | 4.0 | 0.2 | -0.4
COCc1cc(=O)[nH]c(Nc2nc3ccccc3o2)n1 | 6.5 | -2.4% | -9.5 | -9.5% | -1.6 | -13.4 | 3.2 | -0.1 | -0.4
O=C(c1cccc(S(=O)(=O)N2CCOCC2)c1)N1CCN(c2ccc(F)cc2)CC1 | -8.2 | 0.5% | -7.4 | -13.7% | 0.3 | 7.3 | -3.1 | 3.3 | 0.4
COc1cc(C(=O)O)cc(Br)c1OC1CCCC1 | 2.3 | 0.0% | -13.8 | 5.8% | -0.9 | 1.5 | 5.4 | 0.3 | 0.5
CCN(CC)CCCNC(=S)N1CCN(c2nc(-c3ccccc3)cs2)CC1 | -9.2 | 1.5% | -7.5 | -12.4% | -19.3 | -37.4* | 42.2* | 28.9 | 1.6
CCC1CCCCN1S(=O)(=O)c1ccc(NC(=O)c2cc(=O)c3c(C)cc(C)cc3o2)cc1 (configuration not stated) | 11.3 | 4.7% | 6.7 | -9.0% | -0.4 | 6.1 | 2.9 | 0.2 | 0.1
O=C(COc1ccccc1[N+](=O)[O-])Nc1ccc2c(c1)OCO2 | 7.1 | -0.3% | x | -11.4% | -0.7 | -15.8 | 7.5 | 0.0 | 0.6
Cc1ccc(CNC(=O)C(=O)NCC(c2ccco2)S(=O)(=O)c2cccs2)cc1 (configuration not stated) | 0.7 | 1.8% | -7.8 | -18.5% | -0.1 | x | 1.9 | 3.3 | -0.2
O=C(CCc1nnc(CCCCc2ccccc2)o1)NCc1cc(F)ccc1F | -2.4 | 1.3% | -27.8 | u | -0.5 | 10.0 | 0.5 | 3.9 | -0.8
Cn1nc(C(=O)Nc2ccccc2C#N)c2c1-c1ccccc1SC2 | x | -4.9% | 8.7 | -12.7% | -1.9 | 16.2 | -5.4 | 0.7 | 0.5
Cc1ccc(C)c(NC(=O)COC(=O)Cc2ccsc2)c1 | -14.6 | 1.3% | -32.7 | -13.4% | -3.2 | -9.5 | 1.5 | 0.7 | -0.2
COCCNC(=O)COCc1cc(-c2ccc3c(c2)OCO3)on1 | -7.5 | -2.6% | 8.6 | 0.4% | -1.6 | 6.6 | -0.4 | 3.3 | -0.5
CC(=O)Nc1nnc(SCC(=O)NCC2CCCO2)s1 (configuration not stated) | 6.8 | 0.4% | -18.1 | -0.8% | -3.5 | -5.6 | 12.7 | 1.6 | -1.2
CC(=O)c1ccccc1Oc1cc(NN2CCCCC2)c([N+](=O)[O-])cc1[N+](=O)[O-] | -13.8 | 3.4% | x | u | -5.8 | 1.9 | -7.7 | 5.2 | -0.1
CN(C(=O)C(C)(C)C)c1ccc(OCC(=O)N2CCc3ccccc3C2)cc1 | -8.8 | 1.5% | -2.4 | 1.7% | -8.2 | 0.0 | 0.3 | 12.3 | 0.1
CC(C)Cc1nnc(NC(=O)C23CC4CC(CC(C4)C2)C3)s1 | 9.0 | 0.1% | -2.6 | -14.7% | 1.1 | 31.1 | 4.1 | 1.1 | -0.7
Cc1ccc(/C=C/C(=O)c2c(C)cc(C)[nH]c2=O)cc1 | -2.9 | -1.3% | 5.4 | -22.2% | -2.8 | -17.0 | -0.3 | -1.4 | 0.0
CCCc1nn2c(C)c(-c3ccccc3)nc2s1 | x | 1.0% | -20.7 | 39.9% | -1.7 | -5.6 | -5.3 | 4.2 | 2.8
COc1ccc(C(CC(=O)Nc2ccc(Cl)cc2F)NC(=O)C(F)(F)F)cc1 (configuration not stated) | -3.6 | 0.0% | -16.3 | 1.2% | -0.5 | 12.3 | -0.6 | 3.0 | -0.3
Cc1ccccc1/C=N/Nc1ncnc2nc[nH]c12 | -3.0 | 4.8% | 5.8 | -9.8% | -1.3 | -5.9 | 6.7 | 2.8 | 0.2
COc1cc(NC(=O)C2CC(c3cccc(OC)c3OC)=NO2)cc(OC)c1OC (configuration not stated) | -22.9 | 2.5% | -21.7 | -3.6% | -8.8 | 0.8 | -9.3 | -0.8 | -1.5
Cc1ccc(-n2c(CSc3nc(C)cc(C)n3)n[nH]c2=S)cc1 | -13.2 | 21.4% | -6.7 | -9.5% | -4.8 | -2.9 | -8.7 | 1.2 | 0.3
Fc1cccc(-c2csc(-c3ccno3)n2)c1 | -14.3 | 4.0% | 5.5 | -15.0% | -6.4 | 9.5 | 24.1 | 1.2 | -1.2
CCC(=O)NC(=S)Nc1ccc(N2CCN(C(=O)c3ccc(Cl)cc3)CC2)cc1 | 14.7 | 0.6% | -8.0 | -8.6% | -7.1 | -23.5 | 8.3 | 7.1 | -0.6
CCN(CC(=O)Nc1ccc(NC(C)=O)cc1)C(=O)/C=C/c1cn(-c2ccccc2)nc1-c1ccc(F)cc1 | -4.8 | 0.8% | -15.8 | x | -3.6 | -6.2 | 4.4 | 2.1 | -0.2
CCCCOCCCNC(=O)c1ccc(OCC)cc1 | 9.5 | 2.0% | -3.2 | -5.5% | -4.2 | -2.7 | -5.1 | 0.1 | -0.4
COc1ccc(N2CCN(C(C)C(=O)N(C)Cc3ccccc3)CC2)cc1 (configuration not stated) | -0.4 | -1.9% | -11.3 | 6.2% | x | 12.4 | 4.8 | 5.6 | 0.6
N#CC(C#N)=Cc1cn(-c2ncc(C(F)(F)F)cc2Cl)c2ccccc12 | 1.6 | 2.3% | -14.7 | -3.3% | -9.4 | 13.1 | 5.4 | 7.6 | 0.5
Cc1nnc(NC(=O)c2cc(-c3ccco3)nc3ccccc23)s1 | -1.1 | 2.9% | x | x | -4.9 | -21.4 | 4.7 | 0.5 | 0.2
CCC(=O)N1c2ccccc2C(N(C(=O)CC)c2ccccc2)CC1C (configuration not stated) | 4.9 | 3.6% | -3.4 | -4.4% | -3.5 | -7.4 | 0.8 | 2.1 | -0.7
COCC(COS(N)(=O)=O)Cc1ccccc1 (configuration not stated) | -12.3 | 1.2% | x | -5.1% | -4.8 | 0.4 | -1.7 | 0.4 | -0.1
O=C(Nc1ccc(C(F)(F)F)cc1)N1CCN(c2ccnc3cc(Cl)ccc23)CC1 | 12.7 | 1.9% | -13.5 | u | -13.7 | -36.8* | -3.5 | 13.2 | -0.4
O=C1CCCN1c1ccc(C(=O)N(Cc2nnc(-c3ccccc3Cl)o2)C2CC2)cc1 | 7.7 | -0.1% | -3.5 | x | -0.3 | -3.0 | -3.6 | 3.8 | -0.9
Cc1cn2c(=O)cc(COc3cccc(NC(=O)c4ccccc4Cl)c3)nc2s1 | x | -4.4% | x | -14.7% | -0.7 | 0.1 | -6.3 | 1.7 | -1.3
CCOc1ccc(-c2cn(CCC#N)cn2)cc1 | 4.8 | 2.5% | 28.4 | -7.2% | -3.0 | -4.2 | -0.3 | 1.7 | 0.9
COc1ccccc1OCc1ccc(C(=O)N2CCN(C(=O)c3ccco3)CC2)cc1 | -6.4 | -1.0% | x | -18.3% | -2.6 | -8.8 | -1.0 | 2.8 | 0.0
COc1ccc(C(=O)Cn2nnc(-c3ccccc3NC(=O)C(F)(F)F)n2)cc1 | -7.7 | 1.5% | 6.1 | u | 5.8 | 13.6 | -5.5 | 7.4 | 1.1
Cc1ccccc1C1=NC(C(F)(F)F)(C(F)(F)F)c2c(n(C)c(=O)n(C)c2=O)N1 | 16.2 | 0.6% | -4.1 | -13.8% | -1.7 | -3.4 | -0.7 | 4.5 | 0.1
CCOc1ccc(CCNC(=O)c2ccc(-c3nc(CSc4ccc(C)cc4)c(C)o3)cc2)cc1 | 3.6 | 0.3% | x | -3.4% | -1.5 | 17.4 | -0.7 | 4.7 | 0.1
COc1cccc2cc(C(C)N(CCCN3CCOCC3)C(=S)Nc3cccc(C)c3)oc12 (configuration not stated) | -13.2 | 1.0% | -11.4 | -12.7% | -4.8 | -24.3 | -6.0 | 2.3 | -0.7
O=S(=O)(c1ccc(F)cc1)N1CCN(c2ncnc3c2cnn3-c2ccccc2)CC1 | 9.6 | 2.1% | 8.2 | -6.9% | -5.7 | -3.7 | 10.1 | 3.2 | 0.0
CCOc1cc(CNCc2ccccn2)cc(Cl)c1OCC | -15.9 | 1.0% | 16.2 | -5.1% | -8.5 | 10.2 | -2.6 | 0.7 | 0.4
O=C(N/C(=C/c1ccccc1)C(=O)N1CCOCC1)c1ccc([N+](=O)[O-])cc1 | -4.6 | 0.9% | -10.6 | -11.8% | -2.4 | 9.1 | -0.9 | -0.1 | 0.2
O=C(Cn1cnc2c(nnn2-c2ccccc2)c1=O)NCc1ccc(F)cc1 | 6.7 | 14.4% | -7.6 | -2.0% | -4.0 | -59.8* | -0.7 | 1.1 | -0.7

Printed as active in TRHR enhancer, among the entries above:
SMILES | D2 potentiator | RXFP1 antag | Anesthetic bind | D1 potentiator | D1 antag | TRHR enhancer | D1 agonist | TRHR ag
CCN(CC)CCCNC(=S)N1CCN(c2nc(-c3ccccc3)cs2)CC1 | -9.2 | -7.5 | -12.4% | -19.3 | -37.4* | 42.2* | 28.9 | 1.6

(continued)
SMILES | D2 potentiator | RXFP1 agonist | RXFP1 antag | Anesthetic bind | D1 potentiator | D1 antag | TRHR enhancer | D1 agonist | TRHR ag
O=C(Nc1cccc(-c2ccc(N3CCOCC3)nn2)c1)c1ccc(F)cc1F | 2.6 | 10.2% | -9.1 | x | -6.9 | -12.6 | 4.0 | 0.2 | -0.2
CC(C)=C1C2CCC1C1C(=O)N(c3nccs3)C(=O)C21 (configuration not stated) | -0.1 | 1.2% | -2.2 | 9.3% | -3.0 | -2.7 | 3.0 | 5.4 | 0.1
COc1cccc(NC(=S)N(CCC(C)C)C(C)c2ccncc2)c1 (configuration not stated) | x | -0.2% | -3.6 | -6.6% | -2.2 | 0.9 | -2.1 | -0.8 | 0.1
Cc1nonc1N1CCN(Cc2cn[nH]c2-c2ccc(F)cc2F)CC1 | 2.5 | -1.5% | 4.3 | -7.1% | 2.9 | 10.8 | 1.8 | 4.1 | 0.1
CN(C)c1cc(-c2ccc(Cl)cc2)oc(=O)c1Cl | -3.3 | 7.8% | -6.7 | 1.9% | -4.0 | -14.1 | -0.5 | 1.7 | -1.2
Cn1c(NCc2cccnc2)nc2c1c(=O)n(Cc1ccccc1F)c(=O)n2C | 1.7 | 0.0% | -1.7 | 3.3% | -4.6 | -11.3 | -0.9 | 0.5 | 0.1
